Bioassay records: PubChem BioAssay, Broad Institute
FN deposition inh: inhibitors of fibronectin matrix deposition, primary screen, AH1F cells, Alexa488-fibronectin fluorescence, plate reader; AH1F fibroblasts, overnight; inhibition, % at 12.6 µM; 350,000 compounds, 0.086% hits; AID 743247, 2014;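 active = mean inhibition across replicates of 30% or more, regardless of how many single replicates reach that level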;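 note: positive control wells lacked labelled fibronectin entirely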
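Material – AH1F fibroblast monolayer, labelled fibronectin deposition · Reagent – labelled fibronectin 24 nM · Timing – 1 h adhesion, overnight exposure · Measured by – fluorescence at 485 nm excitation, 525 nm emission · Read-out – inhibition of fibronectin deposition signal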
RAD54 branch: inhibitors of human RAD54 branch migration, primary screen, biochemical, fluorescence, single point; DNA repair and recombination protein RAD54-like (Homo sapiens), Q92698; AID 602329, 2012; 360,000 compounds, 0.14% hits; RAD54 Holliday junction branch migration, FAM/BHQ fluorescence; inhibition, % at 10.4 µM;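 active = mean normalized replicate activity at least 40 and at least half of replicates scoring 40 or more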;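 note: 0% = median of neutral control wells and 100% = median of positive control wells; inhibitors cause a drop in the FAM fluorescence signal; in these data hits start at about 50%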
Target sequence (Q92698 whole entry, looked up): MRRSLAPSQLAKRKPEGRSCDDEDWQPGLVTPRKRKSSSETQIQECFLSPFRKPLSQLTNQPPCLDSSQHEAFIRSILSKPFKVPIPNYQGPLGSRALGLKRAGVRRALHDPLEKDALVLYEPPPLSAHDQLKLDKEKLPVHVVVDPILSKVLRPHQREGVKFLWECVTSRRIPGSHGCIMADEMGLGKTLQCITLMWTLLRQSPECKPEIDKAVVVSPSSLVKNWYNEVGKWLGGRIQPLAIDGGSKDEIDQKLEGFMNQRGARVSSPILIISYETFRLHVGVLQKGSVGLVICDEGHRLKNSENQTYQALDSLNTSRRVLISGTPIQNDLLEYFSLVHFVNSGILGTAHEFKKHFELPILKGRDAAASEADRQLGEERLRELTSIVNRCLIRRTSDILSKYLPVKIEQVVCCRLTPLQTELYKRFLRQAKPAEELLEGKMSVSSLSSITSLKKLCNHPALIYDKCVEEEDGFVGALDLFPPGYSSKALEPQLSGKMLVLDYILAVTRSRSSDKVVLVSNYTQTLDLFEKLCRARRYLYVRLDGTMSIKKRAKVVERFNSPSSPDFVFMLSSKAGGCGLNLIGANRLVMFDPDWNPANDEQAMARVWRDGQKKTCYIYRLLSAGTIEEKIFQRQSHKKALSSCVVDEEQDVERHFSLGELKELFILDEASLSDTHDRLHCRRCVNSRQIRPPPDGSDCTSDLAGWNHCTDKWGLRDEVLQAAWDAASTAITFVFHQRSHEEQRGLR
XiGFP reactiv: activators of inactive X chromosome reactivation, primary screen, imaging, XiGFP fibroblasts, GFP high-content imaging, set 2. 360,000 compounds, 0.055% hits. XiGFP mouse fibroblasts, % GFP-positive cells imaging, 3 d; cells co-treated with 5-aza-dC sensitizer; scaled so ellipticine positive control = 100%. AID 743238, 2013. activation, % at 7.58 µM;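 active = mean normalized replicate activation at least 10% and every replicate at or above 10%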;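 note: 0% = median of on-plate neutral control wells and 100% = ellipticine 6 µM median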
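Assay system – SV40-immortalized XiGFP fibroblast cells, line 68-5-11 · Buffer or medium – DMEM supplemented with 5-aza-dC as sensitizing agent · Dosing – one concentration, pinned · Benchmarks – positive control ellipticine, 6 µM final · Times – 3 days compound exposure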
RAD52 inh: RAD52 DNA annealing inhibitors, primary screen, biochemical, FRET, single point, set 2; DNA repair protein RAD52 homolog (Homo sapiens), P43351; recombinant RAD52 DNA annealing, FRET fluorescence; inhibition, % at 18.7 µM; 360,000 compounds, 0.46% hits; AID 651710, 2012;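 active = every replicate showing at least 50% inhibition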
S100A4 MyoIIA: inhibitors of S100A4-myosin IIA peptide binding, primary screen, biochemical, fluorescence polarization, TAMRA-MyoIIA peptide | Protein S100-A4 (Homo sapiens), P26447 | inhibition, % at 10.7 µM | 360,000 compounds, 0.14% hits;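 active = mean inhibition of at least 70% across replicates, with every replicate also reaching that level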
Target sequence (P26447 whole entry, looked up): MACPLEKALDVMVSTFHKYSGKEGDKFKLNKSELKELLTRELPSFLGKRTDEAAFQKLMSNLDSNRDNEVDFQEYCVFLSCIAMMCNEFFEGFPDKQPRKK
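System – human S100A4 monomer protein, biochemical binding assay · Buffer or medium – Calcium-containing HEPES buffer, pH 7.2 · Timing – 5 min between mix addition and reading · Also added – TAMRA-labelled myosin IIA heavy-chain peptide probe, 5 nM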
EWS-Fli block: EWS/Fli-driven NR0B1 reporter inhibitors, primary screen, A673 cells, NR0B1 luciferase, luminescence, MLPCN library | inhibition, % at 12.6 µM | 350,000 compounds, 0.67% hits | viability-normalised | AID 651661, 2012;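 active = mean inhibition of at least 50% after viability correction, with every replicate also passing that limit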;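 note: firefly luciferase signal divided by Alamar Blue viability fluorescence both relative to DMSO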
E-sel inducer: E-selectin induction in HUVECs, primary screen, imaging, HUVEC, immunofluorescence imaging, single point. P16581. normalized: neutral wells 0, TNF-alpha wells 100. activation, % at 7.58 µM. 260,000 compounds, 0.37% hits. AID 686992, 2013;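 active = mean E-selectin-positive cell signal at least 10% of the positive control, reached in at least 60% of replicates, without over 20% cell loss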;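 note: in these data hits start at about 27%; measured in HUVEC primary endothelial cells; signal is the percent of cells scored E-selectin positive by PE staining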
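Test system: HUVEC; input: 3,000 HUVEC/well; measured by: immunofluorescence imaging; read-out: % PE-positive cells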
esBAF inh: Bmi1 luciferase reporter increase in mESCs, primary screen, esBAF inhibitor project, mouse ES cells, Bmi1 luciferase knock-in, single point. 24 h; 100% = twice the neutral-well signal. reporter increase, % at 12.5 µM. 350,000 compounds, 2% hits. AID 602393, 2012; in the data active = activation above about 40%;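 note: 0% = median of the plate's neutral control wells and 100% = double that signal; a rise in the Bmi1 reporter signal indicates esBAF inhibition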
* = called active by the depositor. Not a hit list. Share with any hit: about 3%.

For CCOC(=O)C1C(=O)OC2(CCOC(C)(C)C2)C1C(=O)OCC (configuration not stated) the results were FN deposition inh -6, RAD54 branch 0, S100A4 MyoIIA -7 and esBAF inh -6.
Cc1ccc(NC(=O)CN(C)S(=O)(=O)c2cccc3cccnc23)cc1 was read as FN deposition inh -5, RAD54 branch 5, XiGFP reactiv -0.1, RAD52 inh -9, S100A4 MyoIIA -2, EWS-Fli block -28 and esBAF inh 6.
For COC(=O)c1cccc(NC(=O)CN2CCc3ccccc3C2)c1 the results were FN deposition inh -6, RAD54 branch 0, XiGFP reactiv -0.1, RAD52 inh -19, S100A4 MyoIIA -2, EWS-Fli block -50, E-sel inducer 0.3 and esBAF inh -9.
`Cc1ccc(N2CC(C(=O)N3CCC4(CC3)CC(=O)c3ccccc3O4)CC2=O)cc1C` (configuration not stated) gave FN deposition inh -3, RAD54 branch -1, XiGFP reactiv 0.9, RAD52 inh -13, S100A4 MyoIIA 3, EWS-Fli block 0, E-sel inducer 1.2 and esBAF inh -6.
`CO[C@@H]1CN(C)C(=O)c2ccc(NC(=O)C3CC3)cc2OC[C@H](C)N(C(=O)c2ccccc2)C[C@H]1C` gave FN deposition inh -3, RAD54 branch 6, XiGFP reactiv -0.5, RAD52 inh -8, S100A4 MyoIIA -2, EWS-Fli block 5, E-sel inducer 0.0 and esBAF inh -1.
N#Cc1c(NC(=O)CSc2nc(N)cc(=O)[nH]2)sc2c1CCCCCC2 was read as RAD54 branch -6, RAD52 inh 0, S100A4 MyoIIA 9, EWS-Fli block 10 and esBAF inh -15.
Screening O=C(/C=C/c1ccc(F)cc1)N1CCN(c2ccccn2)CC1 returned RAD54 branch 4, XiGFP reactiv 0.1, RAD52 inh -9, S100A4 MyoIIA 29 and EWS-Fli block -5.
Screening CC(=O)Nc1ccc(S(=O)(=O)N(C)CC(=O)NNC(=O)c2cccs2)cc1 returned FN deposition inh -1, RAD54 branch -3, XiGFP reactiv -0.1, RAD52 inh -9, S100A4 MyoIIA 1, EWS-Fli block -2, E-sel inducer -0.5 and esBAF inh 3.
CNC(=O)CSc1nnc(C(C)C)n1C was read as FN deposition inh 0, XiGFP reactiv 0.0, RAD52 inh -5, S100A4 MyoIIA 29 and EWS-Fli block 4.
COC(=O)CCCCCN1C(=O)NC(C2CC2)C(C(=O)OCc2ccccc2)=C1C (configuration not stated) was read as FN deposition inh -13, RAD54 branch -7, XiGFP reactiv 0.1, RAD52 inh -20, S100A4 MyoIIA -6, EWS-Fli block 1, E-sel inducer 0.0 and esBAF inh 14.
C[C@@H]1CN([C@H](C)CO)C(=O)c2cc(/C=C/c3ccccc3)cnc2O[C@H]1CN(C)S(=O)(=O)c1cccs1 was read as RAD54 branch -1, XiGFP reactiv -0.2, RAD52 inh 15, S100A4 MyoIIA 5, EWS-Fli block 15, E-sel inducer 0.1 and esBAF inh -4.
`Cc1nc(-c2ccc(F)cc2)c(CC(=O)N(C)CC(=O)Nc2ccc(F)cc2)s1` gave FN deposition inh -6, RAD54 branch -6, XiGFP reactiv -0.6, RAD52 inh 6, S100A4 MyoIIA -4, EWS-Fli block -1, E-sel inducer 0.5 and esBAF inh 17.
`COC(=O)CSc1nnc(CNC(=O)c2cc(OC)cc(OC)c2)n1-c1ccc(F)cc1` gave XiGFP reactiv 0.0, RAD52 inh -15, S100A4 MyoIIA -8 and EWS-Fli block -8.
CCc1nc2c(OCc3ccc(F)c(F)c3)cccn2c1N(C)C(=O)c1ccco1 was read as FN deposition inh -1, RAD54 branch 6, XiGFP reactiv -0.1, RAD52 inh -5, S100A4 MyoIIA -1, EWS-Fli block 1, E-sel inducer 0.9 and esBAF inh 3.
Screening CSC1=N/C(=C\c2ccccc2Cl)C(=O)N1N(C)C returned FN deposition inh 0, RAD54 branch 6, XiGFP reactiv 0.0, RAD52 inh -4, S100A4 MyoIIA -3, EWS-Fli block 13 and esBAF inh -1.

The list goes on, overlapping the part above by 5 compounds.
C[C@@H]1CN([C@H](C)CO)C(=O)c2cc(/C=C/c3ccccc3)cnc2O[C@H]1CN(C)S(=O)(=O)c1cccs1 was read as RAD54 branch -1, XiGFP reactiv -0.2, RAD52 inh 15, S100A4 MyoIIA 5, EWS-Fli block 15, E-sel inducer 0.1 and esBAF inh -4.
`Cc1nc(-c2ccc(F)cc2)c(CC(=O)N(C)CC(=O)Nc2ccc(F)cc2)s1` gave FN deposition inh -6, RAD54 branch -6, XiGFP reactiv -0.6, RAD52 inh 6, S100A4 MyoIIA -4, EWS-Fli block -1, E-sel inducer 0.5 and esBAF inh 17.
`COC(=O)CSc1nnc(CNC(=O)c2cc(OC)cc(OC)c2)n1-c1ccc(F)cc1` gave XiGFP reactiv 0.0, RAD52 inh -15, S100A4 MyoIIA -8 and EWS-Fli block -8.
CCc1nc2c(OCc3ccc(F)c(F)c3)cccn2c1N(C)C(=O)c1ccco1 was read as FN deposition inh -1, RAD54 branch 6, XiGFP reactiv -0.1, RAD52 inh -5, S100A4 MyoIIA -1, EWS-Fli block 1, E-sel inducer 0.9 and esBAF inh 3.
Screening CSC1=N/C(=C\c2ccccc2Cl)C(=O)N1N(C)C returned FN deposition inh 0, RAD54 branch 6, XiGFP reactiv 0.0, RAD52 inh -4, S100A4 MyoIIA -3, EWS-Fli block 13 and esBAF inh -1.
Screening COc1ccc(-c2noc(CN(C)Cc3ccccc3)n2)c(OC)c1OC returned FN deposition inh -2, RAD54 branch -10, XiGFP reactiv 0.1, RAD52 inh 3, S100A4 MyoIIA 12, EWS-Fli block -35, E-sel inducer 0.1 and esBAF inh -4.
For O=C(CSc1ccc(F)cc1)NCC1(N2CCOCC2)CCCCC1 the results were FN deposition inh -4, RAD54 branch 1, XiGFP reactiv 0.0, RAD52 inh -2, S100A4 MyoIIA -2, EWS-Fli block 2 and esBAF inh -6.
`O=C(NC1CCCCC1)N1CC(=O)N2[C@H](CO)[C@H](c3ccc(-c4cccc(F)c4)cc3)[C@H]2C1` gave XiGFP reactiv 0.0, RAD52 inh 9, S100A4 MyoIIA -2, EWS-Fli block 0 and E-sel inducer -0.1.
COc1ccc(NC(=O)c2ccc(-c3ccccc3Cl)o2)cc1 was read as FN deposition inh -9, RAD54 branch 2, XiGFP reactiv 0.0, RAD52 inh -5, S100A4 MyoIIA -3, EWS-Fli block -85, E-sel inducer 0.3 and esBAF inh 30.
CC1(C)CC(=O)C2=C(C1)OC(/N=C/N1CCCC1)=C(C#N)C2c1ccccc1 (configuration not stated) was read as FN deposition inh 2, XiGFP reactiv 0.0, RAD52 inh 6, S100A4 MyoIIA 11 and EWS-Fli block 4.
For C[C@@H]1CN([C@H](C)CO)C(=O)c2cc(NS(=O)(=O)c3cn(C)cn3)ccc2O[C@@H](C)CCCCO[C@@H]1CN(C)Cc1ccncc1 the results were RAD54 branch 4, XiGFP reactiv 0.1, RAD52 inh -2, S100A4 MyoIIA -4, EWS-Fli block -3, E-sel inducer 0.0 and esBAF inh 0.
COc1ccc(OC)c(C(C)NC(=S)NC2CCCCC2)c1 (configuration not stated) was read as FN deposition inh 3, RAD54 branch -6, XiGFP reactiv 0.0, RAD52 inh -9, S100A4 MyoIIA -4, E-sel inducer -0.2 and esBAF inh 0.
For Cc1cc2c(sc3c(C)ccc(C)c32)c(C)n1 the results were FN deposition inh 5, RAD54 branch 9, XiGFP reactiv 0.0, RAD52 inh 18, S100A4 MyoIIA 0, EWS-Fli block 19 and E-sel inducer 1.4.
CCOC(=O)[C@H]1[C@H]2COc3ccc(C)cc3[C@@H]2N2C(=O)c3cc(F)c(F)cc3NC(=O)[C@@]12C was read as FN deposition inh 16, RAD54 branch 2, XiGFP reactiv -0.1, RAD52 inh 2, S100A4 MyoIIA -3, EWS-Fli block -6, E-sel inducer 0.0 and esBAF inh 0.
For CSCCC(NS(=O)(=O)c1ccc(F)cc1)C(=O)NCc1ccc(S(N)(=O)=O)cc1 (configuration not stated) the results were FN deposition inh 11, RAD54 branch 12, XiGFP reactiv 0.2, RAD52 inh -9, S100A4 MyoIIA 1, EWS-Fli block -8 and E-sel inducer 0.9.
C[C@H]1CN([C@@H](C)CO)C(=O)Cc2cc(NS(=O)(=O)c3cccs3)ccc2O[C@@H]1CN(C)Cc1ccc(C(F)(F)F)cc1 was read as RAD54 branch 4, XiGFP reactiv 0.2, RAD52 inh -3, S100A4 MyoIIA -10, EWS-Fli block -13, E-sel inducer -0.3 and esBAF inh -3.
`O=S(=O)(CCC1CCCCN1)c1ccccc1` (configuration not stated) gave FN deposition inh 3, RAD54 branch -4, XiGFP reactiv 0.1, RAD52 inh -12, S100A4 MyoIIA 1, EWS-Fli block 6, E-sel inducer 0.2 and esBAF inh -4.
`Cc1ccccc1-n1c(=O)n(Cc2ccc(C(=O)O)cc2)c(=O)c2[nH]cnc21` gave FN deposition inh 2, RAD54 branch -7, XiGFP reactiv 0.0, RAD52 inh -6, S100A4 MyoIIA 0, EWS-Fli block -1, E-sel inducer -0.1 and esBAF inh -3.
CCCNC(=O)Nc1ccc2c(c1)OC[C@H](C)N(C(=O)C1CCC1)C[C@@H](C)[C@H](OC)CN(C)C2=O was read as FN deposition inh -7, RAD54 branch -2, XiGFP reactiv -0.1, RAD52 inh -5, S100A4 MyoIIA 22, EWS-Fli block 5, E-sel inducer -0.2 and esBAF inh 1.
`O=C1COc2ccc(C(=O)COC(=O)CNS(=O)(=O)c3cccc(F)c3)cc2N1` gave FN deposition inh -8, RAD54 branch 2, XiGFP reactiv -0.1, RAD52 inh -9, S100A4 MyoIIA -1, EWS-Fli block 2, E-sel inducer -0.1 and esBAF inh -2.
Screening O=C(Nc1ccc(C(=O)O)cc1)Nc1ccc(F)cc1F returned FN deposition inh 13, RAD54 branch -2, XiGFP reactiv 0.0, RAD52 inh -13, S100A4 MyoIIA 2, EWS-Fli block -1 and esBAF inh -1.
`C[C@@H]1CCCCO[C@@H](CN(C)C)[C@H](C)CN([C@H](C)CO)C(=O)c2cc(NS(=O)(=O)c3cn(C)cn3)ccc2O1` gave FN deposition inh 1, RAD54 branch -11, XiGFP reactiv 0.2, RAD52 inh -41, S100A4 MyoIIA 21 and E-sel inducer 0.0.
For N#CNC(=Nc1ccccc1)SCc1ccc(C(=O)O)cc1 the results were FN deposition inh -10, XiGFP reactiv 0.0, RAD52 inh -5, S100A4 MyoIIA -2 and EWS-Fli block -1.
Screening CC(=O)CSc1nc2c(c(=O)[nH]c(=O)n2C)n1CCCc1ccccc1 returned FN deposition inh -10, RAD54 branch -2, XiGFP reactiv 0.3, RAD52 inh -10, S100A4 MyoIIA 2, EWS-Fli block 5, E-sel inducer 0.1 and esBAF inh -9.
